KDM5B inhibitor = Primary screen for KDM5B Histone Demethylases FDH-coupled qHTS | AID 1347165, 2019 | KDM5B demethylase, FDH-coupled NADH fluorescence (FDH is formaldehyde dehydrogenase) | 220,000 compounds, 2.6% hits | Potency, µM (highest dose often 57.7 µM), inactives show at the top dose activity change, negative = inhibition, actives largely listed as inhibitors | Lysine-specific demethylase 5B (Homo sapiens), Q9UGL1; active means well fitted inhibition curve with a large enough effect; inconclusive means small, poorly fitted or top-dose-only effect; inactive means no such curve, though single readings can be large or run the other way; further: 0% is about no effect; nearly all actives have a fitted effect of over 70% in size
Target sequence (Q9UGL1 whole entry, looked up): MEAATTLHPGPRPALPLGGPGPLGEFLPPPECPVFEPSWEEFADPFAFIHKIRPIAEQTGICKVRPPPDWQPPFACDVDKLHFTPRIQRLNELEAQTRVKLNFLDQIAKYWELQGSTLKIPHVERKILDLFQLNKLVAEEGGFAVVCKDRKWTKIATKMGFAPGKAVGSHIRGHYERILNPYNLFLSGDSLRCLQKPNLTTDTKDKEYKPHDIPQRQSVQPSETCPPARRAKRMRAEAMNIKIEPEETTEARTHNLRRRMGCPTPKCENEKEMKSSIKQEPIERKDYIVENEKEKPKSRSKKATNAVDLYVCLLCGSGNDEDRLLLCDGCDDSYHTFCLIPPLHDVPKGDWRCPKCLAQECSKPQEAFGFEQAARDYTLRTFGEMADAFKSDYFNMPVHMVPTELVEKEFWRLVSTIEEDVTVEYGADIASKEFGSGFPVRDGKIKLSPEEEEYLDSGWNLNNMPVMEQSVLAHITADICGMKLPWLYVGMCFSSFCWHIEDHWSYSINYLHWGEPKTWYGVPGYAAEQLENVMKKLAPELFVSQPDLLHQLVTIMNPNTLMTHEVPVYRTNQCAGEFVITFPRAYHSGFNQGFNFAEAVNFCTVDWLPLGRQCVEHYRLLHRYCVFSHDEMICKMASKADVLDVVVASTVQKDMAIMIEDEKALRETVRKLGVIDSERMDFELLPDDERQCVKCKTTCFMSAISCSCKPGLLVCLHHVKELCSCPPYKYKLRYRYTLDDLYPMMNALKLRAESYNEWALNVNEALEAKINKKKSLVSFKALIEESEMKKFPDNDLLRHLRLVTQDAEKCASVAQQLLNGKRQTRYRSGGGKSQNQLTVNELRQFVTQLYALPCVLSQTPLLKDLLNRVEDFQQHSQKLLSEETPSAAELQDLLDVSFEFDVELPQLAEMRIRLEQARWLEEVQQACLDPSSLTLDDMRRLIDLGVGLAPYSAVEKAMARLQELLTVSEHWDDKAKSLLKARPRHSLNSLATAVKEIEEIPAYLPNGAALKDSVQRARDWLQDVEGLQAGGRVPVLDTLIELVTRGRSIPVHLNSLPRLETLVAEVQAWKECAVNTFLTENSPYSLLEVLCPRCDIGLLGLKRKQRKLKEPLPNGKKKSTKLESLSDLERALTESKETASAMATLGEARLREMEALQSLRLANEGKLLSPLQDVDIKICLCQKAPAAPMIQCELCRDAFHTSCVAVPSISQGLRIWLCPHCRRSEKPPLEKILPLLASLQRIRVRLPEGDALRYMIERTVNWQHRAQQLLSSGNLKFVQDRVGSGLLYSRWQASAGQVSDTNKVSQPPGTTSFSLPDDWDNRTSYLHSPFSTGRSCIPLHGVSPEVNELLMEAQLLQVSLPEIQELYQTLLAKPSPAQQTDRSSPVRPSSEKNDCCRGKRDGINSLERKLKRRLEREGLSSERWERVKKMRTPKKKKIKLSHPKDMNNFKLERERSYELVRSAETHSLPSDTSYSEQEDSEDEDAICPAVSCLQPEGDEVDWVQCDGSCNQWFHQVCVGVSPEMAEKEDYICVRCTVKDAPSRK
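Compound dilutions met 200 nM (final) KDM5BΔAP for 10 min at room temperature before substrate addition. The substrate mix held 12.5 µM H3K4me3 with cofactors 25 µM α-ketoglutarate and 50 µM Fe²⁺. NADH signal gain over 30 min defined activity.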
An asterisk follows results filed as active; i = inactive; ? = inconclusive; [ ] = another dose, or the depositor's remark. Potency means the concentration at half of the fitted maximal effect. This is a subset; rates above refer to the full screens.

| smiles | KDM5B inhibitor |
| --- | --- |
| COc1ccc(C(C)NC(=O)C2CCN(C(=O)c3ncn4c3COC(c3ccccc3)C4)CC2)cc1 (stereo unspecified) | 28.2% |
| Cn1c(=O)c2c(ncn2CCNC2=NCCCCC2)n(C)c1=O | -12.0% |
| COc1cccc(C(=O)Nc2cccc3ccc(C)nc23)c1 | -5.7% |
| CO[C@@](C(=O)N1CCOC[C@H]1c1ncc(-c2ccccc2)[nH]1)(c1ccccc1)C(F)(F)F | 6.5% |
| Cc1ccc(CSCCC(=O)N2CCN(c3ccc(F)cc3)CC2)cc1 | -43.2% |
| CC1(C)[C@H](Cc2cc(CN3CCOCC3)on2)C[C@@H]1NS(=O)(=O)c1ccccc1 | 0.0%[86.2 µM] |
| CCc1ccc(C(=O)N2C[C@@H](CO)[C@H](c3nc(C)no3)C2)cc1 | 15.7% |
| CCOc1ccc(NC(=O)CC(=O)Nc2ccc(OCC)cc2)cc1 | 55.4%[activator] |
| CCc1ccccc1NC(=O)CSc1ncccc1C(=O)O | ? |
| O=C(CSc1n[nH]c(=O)[nH]c1=O)c1ccc([N+](=O)[O-])cc1 | -0.6% |
| CCOc1ccccc1COC(=O)c1ccccc1C(=O)c1ccccc1 | 7.7% |
| O=C(c1ccc2c(c1)OCO2)N1CCCN(c2cc(-c3ccccc3)[nH]n2)CC1 | 10.6% |
| COc1ccc2c(C)c(CCC(=O)Nc3c(C)cccc3C)c(=O)oc2c1 | i |
| O=C(NCCC1CCCC1)c1cccc2ncccc12 | 7.8% |
| CC1=C(c2ccc(C(C)C)cc2)S(=O)(=O)NC1=NCc1ccc(OC(C)C)cc1 | -6.1% |
| Clc1ccc(-c2nnc3n2CCN(Cc2ccsc2)C3)cc1 | 8.3%[149 µM] |
| Cc1ccc(S(=O)(=O)N2CCCC(Cn3c(C4CC4)nc4cccnc43)C2)cc1F (stereo unspecified) | 0.9% |
| CNC(=O)[C@@H](c1ccc(OC)cc1)N1CCC[C@H]1C(=O)NCCN1CCOCC1 | -28.0%[86.2 µM] |
| COc1ccc(C(=O)N2CCC(n3cc(-c4nc(C(C)C)no4)nn3)CC2)c(C)c1 | 13.2% |
| CCOc1ccccc1C(=O)N1CCC(Cc2nc(-c3ccccc3)no2)CC1 | -11.3% |
| O=C([C@@H]1C[C@H](Oc2cccnc2)CN1C(=O)c1ccc2ccccc2n1)N1CCCC1 | -30.8% |
| CCc1c(C)sc(NC(=O)Cc2ccc(Cl)c(Cl)c2)c1C#N | 14.8% |
| COCC(=O)N1CCCC(c2nn(-c3ccccc3)c(=O)[nH]2)C1 (stereo unspecified) | -15.0%[86.2 µM] |
| CCOc1ccc(C(C)NC(=O)c2n[nH]c(=O)c3ccccc23)cc1 (stereo unspecified) | -14.0% |
| O=c1ccc(N2CCCN(S(=O)(=O)c3cccc4nsnc34)CC2)nn1-c1ccccc1 | 4.4% |
| O=C(NC1CCN(Cc2ccccc2)CC1)C1CCCN(c2cnn(Cc3ccccc3)c(=O)c2)C1 (stereo unspecified) | 3.0% |
| CCCCc1nc2cc(C(=O)N3CCNC(=O)C3CC(=O)OC)ccc2o1 (stereo unspecified) | 6.6% |
| COc1nc2c(cc1CNC(=O)C1CCOCC1)C(=O)N(C1CCCC1)C2 | ? |
| Cc1[nH]n(-c2ccccc2)c(=O)c1N=Nc1ccc(C(=O)O)cc1 | -5.5% |
| COCC(=O)N(C1CCOCC1)C1CCN(C(=O)c2ccc(OC)cc2)CC1 | 10.3% |

The list goes on (2 carried over from the part before).
| smiles | KDM5B inhibitor |
| --- | --- |
| Cc1[nH]n(-c2ccccc2)c(=O)c1N=Nc1ccc(C(=O)O)cc1 | -5.5% |
| COCC(=O)N(C1CCOCC1)C1CCN(C(=O)c2ccc(OC)cc2)CC1 | 10.3% |
| Cc1cccc(OCC(=O)NCc2ccc3c(c2)CCN3C(=O)c2ccc(Cl)cc2)c1 | -1.9% |
| Cc1ccc(NC(=O)Cc2nnc(SC(C)C(=O)Nc3ccc4c(c3)OCO4)n2C)cc1 (stereo unspecified) | -9.4% |
| O=C(NCC(c1cccs1)N1CCOCC1)c1cc(=O)c2cc(Br)ccc2o1 (stereo unspecified) | -2.5% |
| CCOC(=O)N1CCN(c2nc(C)c3c(n2)CC(c2ccc(F)cc2)CC3=O)CC1 (stereo unspecified) | -5.4% |
| O=C(CCC(=O)Nc1nnc(C2CCCCC2)s1)NCc1ccccc1 | 12.5% |
| CCN(CC)CCCNC(=O)c1nc(-c2cccc3[nH]ccc23)no1 | -6.4% |
| O=C1CC(c2ccccc2)Cc2[nH]c(=O)c(-c3nc(-c4ccc(Cl)cc4)cs3)cc21 (stereo unspecified) | -2.2% |
| COC(=O)c1c(-c2cccs2)csc1NC(=O)COc1ccc(C)cc1 | ? |
| COc1ccc(-c2cn3cc(C(=O)NCC(N)=O)nc3c(=O)n2CC2CC2)c(F)c1 | -19.4% |
| CN1CC2(CCN(Cc3cn[nH]c3-c3ccccc3)CC2)CC1C(=O)N1CCOCC1 (stereo unspecified) | -5.6% |

Quoted at random: 2 entries already listed
| smiles | KDM5B inhibitor |
| --- | --- |
| CCN(CC)CCCNC(=O)c1nc(-c2cccc3[nH]ccc23)no1 | -6.4% |
| Cc1cccc(OCC(=O)NCc2ccc3c(c2)CCN3C(=O)c2ccc(Cl)cc2)c1 | -1.9% |

(list continues)
| smiles | KDM5B inhibitor |
| --- | --- |
| O=C1CCCc2nccc(-c3ccc(Cl)cc3)c21 | 12.5% |
| O=C(Cc1ccc(F)cc1)N1CCCC(c2noc(COc3ccccc3F)n2)C1 (stereo unspecified) | -13.4% |
| COc1cccc(NC(=O)[C@H](C(C)C)n2nnc3ccccc3c2=O)c1 | 12.0% |
| CCOC(=O)N1CCN(Cc2nc3c([nH]2)c(=O)n(C)c(=O)n3C)CC1 | -22.6% |
| O=C(Nc1cccc(-c2nc3ccccc3o2)c1)c1ccc([N+](=O)[O-])cc1 | -1.5% |
| Cc1ccccc1Cn1cc(S(=O)(=O)c2ccc(Cl)cc2)c(=O)c2cc3c(cc21)OCO3 | ? |
| CC(=O)Nc1ccc(-c2cc(C(=O)O)c3ccccc3n2)cc1 | ? |
| CCN(CC)S(=O)(=O)c1ccc2[nH]c(=O)cc(C(=O)N(C)CC3CC3)c2c1 | 0.2% |
| Cc1ccc(-n2c(=O)c3c(c4cc(C)ccc4n3C)n(CC(=O)NCc3ccccc3)c2=O)cc1 | ? |
| Cc1ccc(CNC(=O)C2CN(S(=O)(=O)c3cccnc3)CC23CCCCC3)o1 (stereo unspecified) | -25.7% |
| CC(=O)N1CCCN(CC[C@H]2CN(C(=O)C3CCCCC3)CC[C@H]2CC(=O)O)CC1 | 7.2%[86.2 µM] |
| Cc1noc([C@@H]2CN(C(=O)c3nn(C)c4ccccc34)C[C@H]2CO)n1 | 5.7% |
| O=C(N[C@H](c1cccs1)C1CC(O)C1)C1CCN(C2CCOCC2)CC1 (stereo partly specified) | 26.1% |
| COc1ccccc1NC(=O)Nc1ccnn1C1CCN(C(=O)CN)CC1 | ? |
| O=C(O)C1CCN(C(=O)Cn2ccc3c(Cl)cccc32)CC1 | 20.6% |
| Cc1cccc(NS(=O)(=O)c2c(C)nn(C)c2C)c1C | 15.4% |
| COCCN(CCOC)C(=O)c1cc(Cl)ccc1F | -11.5% |
| COc1ccc(OC)c(Nc2ncnc3c2cnn3-c2cccc(Cl)c2)c1 | 60.2%[activator] |
| COc1cccc(CNCCNC(=O)c2nonc2N)c1 | ? |
| CCNC(=O)c1cccnc1OC1CCN(C(=O)c2cccc(C)c2)C1 (stereo unspecified) | 1.6% |
| O=C1N[C@@H](Cc2c[nH]c3ccccc23)C(=O)N2CCN(C(=O)c3cccnc3)C[C@@H]12 | 18.3%[86.2 µM] |
| CCn1c(=O)c2ccccc2n(CC(=O)Nc2ccccc2C(F)(F)F)c1=O | 3.0% |
| CC(C)Oc1ccccc1CN1CCC2(CC1)CN(c1ncccn1)CC2CO (stereo unspecified) | ? |
| C/C(=N/Nc1ccc(F)cc1F)c1cc(Cl)ccc1Cl | -11.0% |
| COc1ccc(C(=O)N2CCC(N3CCCOC3=O)CC2)cc1 | 26.5%[149 µM] |
| O=C(Nc1cccc(Cl)c1)C1CCCN1c1nc2ncccc2o1 (stereo unspecified) | -15.7% |
| C#CCNC(=O)C1CN(c2cccc(OC)c2)C(=O)N1 (stereo unspecified) | 23.6%[86.2 µM] |
| COc1ccc(NC(=O)CC2CCOCC2)c(C)c1 | -2.9% |
| Cn1cnc(S(=O)(=O)N2CCCC(Cc3noc(-c4cccnc4)n3)C2)c1 (stereo unspecified) | -15.5% |
| O=C(Cn1ccnc1)N1CCc2c(n(CCOc3ccccc3)n(-c3ccccc3)c2=O)C1 | 2.6% |
| CCOCCCNCc1ccc(C(=O)O)cc1 | 13.1% |
| COc1ccc(C(=O)NCCc2c[nH]c3ccccc23)c(F)c1 | 8.5% |
| O=C1[C@@H]2C[C@@H](O)CN2C2(CN(Cc3ccccn3)C2)C(=O)N1Cc1ccccc1 | -20.8%[86.2 µM] |
| CCOC(=O)c1cccc(NC(=O)[C@H](CSCc2ccccc2)N2Cc3ccccc3C2=O)c1 | -12.0% |
| CC(=O)N1CCC(N2C[C@@H]3C[C@H]2C(=O)N(Cc2ccccn2)c2ccccc2O3)CC1 | ? |
| Cc1ccc(C)c(N2CCN(c3nc4ccccc4n4nnnc34)CC2)c1 | -11.7% |
| COc1cccc(CCC(=O)N2CCC3(CC2)N=C(c2cccc(Br)c2)NO3)c1 | ? |
| Cc1sc2ncnc(N3CCOCC3)c2c1-c1ccc(F)cc1 | -13.9% |
| Cc1ccc(-c2cc3c(=O)n(CCNC(=O)c4ccccc4F)ccn3n2)c(C)c1 | -11.9% |
| COC(=O)[C@@H]1Cc2ncn(C)c2CN1S(=O)(=O)c1ccc(C)cc1 | -12.9%[86.2 µM] |
| COCC(=O)N[C@H]1CC[C@]2(C)CC[C@@H]([C@H](C)C(=O)N3CCCCC3)[C@H](O)[C@H]2[C@@H]1C | 9.1%[86.2 µM] |
| Cc1ccc2c(=O)cc(C(=O)Nc3ccc(S(=O)(=O)N(C)c4ccccc4)cc3)oc2c1C | -12.9% |
| Cc1ccc(CN(C)C(=O)Cc2cccc3cccnc23)c(C)c1 | 8.2% |
| CCCN(Cc1cccs1)C(=O)Nc1cc(Cl)ccc1C | 9.3% |
| CCOc1cc(C(=O)OCC(=O)NC(=O)NC(C)(C)C)cc(OCC)c1OCC | -8.1% |
| COc1cccc(NC(C)c2nc3scc(-c4cccs4)c3c(=O)[nH]2)c1 (stereo unspecified) | -11.9% |
| CC1CCN([C@@H]2[C@H](O)[C@H](CO)O[C@@H]2CNC(=O)N2CCOCC2)CC1 | ? |
| O=C(Nc1ccsc1)N[C@H]1C[C@H]2C(=O)NC[C@@H](CCC(=O)N3CCOCC3)N2C1 | ? |
| COc1ccccc1C(=O)Nc1ccc(C(O)[C@H]2COCC(=O)N2)cc1 (stereo partly specified) | 11.8%[86.2 µM] |
| CC(=O)NS(=O)(=O)c1ccc(NC(=O)C(C)Oc2cccc(Cl)c2)cc1 (stereo unspecified) | 2.0% |

Next part.
| smiles | KDM5B inhibitor |
| --- | --- |
| COc1cccc(NC(=O)C(Sc2nnc(-c3ccco3)n2C)c2ccccc2)c1 (stereo unspecified) | 7.2% |
| COc1ccccc1NC(=O)c1ccc(NC(=O)c2nn(C)c(=O)c3ccccc23)cc1 | ? |
| COc1ccc(C(=O)N2CCCC(C(=O)O)C2)c2ccccc12 (stereo unspecified) | -7.0% |
| CCc1ccccc1Nc1nn2c(=O)c3ccc(C(=O)NC4CCCCC4)cc3nc2s1 | -23.2% |
| O=[N+]([O-])c1ccc(-c2csc(Nc3cccc4ccccc34)n2)cc1 | 4.3% |
| CC(=O)N1CCc2c(sc3nc(SCC(N)=O)n(-c4ccc(F)c(Cl)c4)c(=O)c23)C1 | ? |
| CCC(COC)NC(=O)c1c(C)noc1-c1cc(OC)c(OC)c(OC)c1 (stereo unspecified) | 28.2µM* |
| COc1ccc(C2CC(c3ccsc3)=NN2C(=O)CCC(=O)O)cc1OC (stereo unspecified) | -3.5% |
| CCOC(=O)COc1ccc(F)cc1C(=O)c1ccn2nc(-c3ccc(OC)cc3)cc2n1 | -43.7% |
| COCc1noc([C@@H]2CN(Cc3cccc(F)c3)C[C@H]2COC)n1 | -0.5% |
| COc1ccccc1N1C(=O)CN(S(=O)(=O)c2ccccc2)CC1(C)C(=O)NCCC(C)C (stereo unspecified) | 4.8% |
| COc1ccc(CNC(=O)Cn2c(=O)c3cccn3c3cccnc32)cc1 | ? |
| O[C@@H]1C[C@@H](c2nc(-c3cnccn3)no2)N(Cc2ccc(-c3ccccn3)cc2)C1 | ? |
| Cc1cc(C(=O)N2CCN(S(=O)(=O)c3ccccc3)CC2)c(C)n1C(C)C | -11.8% |
| CN(C)C(=O)c1nc(-c2ccc(Cl)cc2Cl)c2cnccn12 | 100µM* |
| CCN(CC)S(=O)(=O)c1cc(NC(=O)CN2c3cccc4cccc(c34)S2(=O)=O)ccc1C | ? |
| OCC1(CN2CCCC2)CCN(Cc2cnn(-c3ccccc3)c2)CC1 | 1.5% |
| COc1ccccc1NC(=O)CCn1ccn2nc3c(c2c1=O)CCCC3 | 7.0% |
| CCOc1ccccc1CNC(=O)c1cc(-c2ccc(Cl)s2)nc2ccccc12 | ? |
| O=C(Cc1cccc(F)c1)N1CCC(Oc2ccccc2-c2nc(C3CC3)no2)C1 (stereo unspecified) | ? |
| COc1cc(OC)cc(C(NC(=O)c2cc(C(C)=O)c[nH]2)c2nccn2C)c1 (stereo unspecified) | -4.7% |
| COc1cccc2c1ccn2CCNC(=O)Cn1nc2c(cc1=O)CCCCC2 | 2.2% |
| COc1ccc(CCc2nc3nccc(-c4ccccc4)n3n2)cc1OC | -17.7% |
| COc1ccc2c(C)c(CC(=O)Nc3ccccc3F)c(=O)oc2c1C | 59.5%[activator] |
| O=C(CSc1nnc2c(=O)n(-c3ccccc3)ccn12)N1CCN(c2ccccc2F)CC1 | 16.4% |

Assay outcomes: PubChem, National Center for Advancing Translational Sciences (NCATS)
